TAG inh – inhibitors of triacylglycerol accumulation, primary screen, cell-based, uHTS, fluorescence, H9c2 | 230,000 compounds, 0.66% hits | inhibition, % at 12.5 µM | H9c2 cells, Nile Red lipid (TAG) fluorescence; cells loaded with 200 µM oleic acid;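 active = pattern-corrected inhibition of lipid staining of at least 50% with the nuclear-stain viability signal not falling by more than 50%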;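 also: 0% = DMSO wells and 100% = triacsin C control wells; some results filed as inactive read as strong as hits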
TAG inh DAPI viability – also measured in TAG inh; calls as there; DAPI nuclei signal change (viability), lower = more cytotoxic, %;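 whole-well DAPI fluorescence read on a plate reader as a viability signal; minus 50 percent equals half of cells still viable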
* = called active by the depositor.

CCOc1ccc2oc(C(=O)OCC(=O)N3CC(C)OC(C)C3)c(C)c2c1 (configuration not stated) was read as TAG inh 20 and TAG inh DAPI viability 0.
`CN1CCCN(Cc2nc(-c3ccc(Cl)cc3)no2)CC1` gave TAG inh -7 and TAG inh DAPI viability 4.
Screening COc1ccc(N2CC(NS(=O)(=O)c3cccnc3)CC2=O)cc1OC (configuration not stated) returned TAG inh 1 and TAG inh DAPI viability -6.
`COc1ccc(CNc2ccc(C(=O)O)cc2)cc1` gave TAG inh -11 and TAG inh DAPI viability 11.
For O=C(Nc1cccc(F)c1)Nc1nnc([C@@H]2O[C@H](CO)[C@@H](O)[C@H]2O)s1 the results were TAG inh 12 and TAG inh DAPI viability -4.
COc1ccc(C2CC(c3cccs3)=NN2c2ccc(F)cc2)cc1OC (configuration not stated) was read as TAG inh 4 and TAG inh DAPI viability 131.
For O=c1c2ccccc2ccc2ccc(P(=O)(O)O)cc12 the results were TAG inh 1 and TAG inh DAPI viability -2.
`c1ccc(COc2nsnc2N2CCOCC2)cc1` gave TAG inh -7 and TAG inh DAPI viability 4.
`COC(=O)c1oc2ccc(Br)cc2c1NC(=O)CCCN1C(=O)c2ccccc2C1=O` gave TAG inh -10 and TAG inh DAPI viability 6.
`O=C(c1ccc(OC2CCN(C(=O)C3CC3)CC2)cc1)N(CCO)Cc1ccccc1` gave TAG inh -5 and TAG inh DAPI viability 7.
Cn1c(N)c(C(=O)COC(=O)CNC(=O)c2ccc(Cl)cc2Cl)c(=O)n(C)c1=O was read as TAG inh 4 and TAG inh DAPI viability 3.
Screening CC(C)CC1NC(=O)N(CC(=O)N2CCCc3ccccc32)C1=O (configuration not stated) returned TAG inh -9 and TAG inh DAPI viability -6.
Screening C=Cc1ccc(C(=O)N2CCCC(Nc3ccc4c(c3)OCCO4)C2)cc1 (configuration not stated) returned TAG inh 9 and TAG inh DAPI viability -4.
For CC(=O)O/C(=C\c1cn(C(C)=O)c2ccccc12)C(=O)O the results were TAG inh -7 and TAG inh DAPI viability 6.
Screening COC(=O)C1Cc2c([nH]c3ccccc23)CN1 (configuration not stated) returned TAG inh 7 and TAG inh DAPI viability 6.
Screening CN(C)C(CNC(=O)c1cccc(S(=O)(=O)N2CCc3ccccc3C2)c1)c1ccccc1 (configuration not stated) returned TAG inh 7 and TAG inh DAPI viability -5.
CC1(C)Nc2ccccc2N(CC(=O)N2CCCCC2)C1=O was read as TAG inh -4 and TAG inh DAPI viability -1.
Screening CC(OC(=O)/C=C/c1ccccc1)C(=O)NC1CCCCC1C (configuration not stated) returned TAG inh -2 and TAG inh DAPI viability -1.
CCOC(=O)CCc1c(C(=O)OCC)[nH]c(CC)c1C(=O)OCc1ccccc1 was read as TAG inh -3 and TAG inh DAPI viability 1.
Cc1oncc1-c1csc(-c2ccccc2)n1 was read as TAG inh 18 and TAG inh DAPI viability 16.
`O=C(O)c1ccc(CSc2nnc(-c3cccnc3)n2-c2ccc(Br)cc2)cc1` gave TAG inh -13 and TAG inh DAPI viability -10.
`CCCN1CCN(S(=O)(=O)c2ccc3c(c2)CCC(=O)N3)CC1` gave TAG inh -19 and TAG inh DAPI viability -1.
For COc1ccccc1C(=O)OCC(=O)NC(=O)NCc1ccccc1 the results were TAG inh -37 and TAG inh DAPI viability -3.
For COc1ccc(-c2cn3cc([N+](=O)[O-])ccc3n2)cc1OC the results were TAG inh 9 and TAG inh DAPI viability -13.
Cc1ccc(C(=O)OCC(=O)N2CCC(c3ccccc3)=N2)cc1 was read as TAG inh -7 and TAG inh DAPI viability 9.
For COc1ccc2c(c1)C(NC(=O)C(F)(F)F)CC2=O (configuration not stated) the results were TAG inh 5 and TAG inh DAPI viability -4.
For CC(C)C(=O)Nc1nnc(COc2ccc(Cl)cc2)s1 the results were TAG inh 0 and TAG inh DAPI viability 10.
COc1ccc(NC(=O)c2cc(C3CCCCN3S(=O)(=O)c3ccc(C#N)cc3)on2)c(C)c1 (configuration not stated) was read as TAG inh 15 and TAG inh DAPI viability -17.
For O=C(O)CCC(=O)NCc1c(Cl)cccc1Sc1ccc(Cl)cc1 the results were TAG inh -6 and TAG inh DAPI viability -4.
Screening O=[N+]([O-])c1ccccc1N/N=C1\CCc2ccccc21 returned TAG inh 29 and TAG inh DAPI viability 2.
Cc1cc(O)c(C(C)C)cc1N=Cc1ccc([N+](=O)[O-])cc1 was read as TAG inh -16 and TAG inh DAPI viability 10.
For CN1CCNC(=O)C1CC(=O)N1CC=C(c2ccc(F)cc2)CC1 (configuration not stated) the results were TAG inh 0 and TAG inh DAPI viability 3.
`O=C1c2ccccc2C(=O)c2c([N+](=O)[O-])ccc(O)c21` gave TAG inh 30 and TAG inh DAPI viability 6.
Screening Cc1ccc(CN(C)C(=O)c2ccc(NS(=O)(=O)c3ccc4[nH]c(=O)[nH]c4c3)cc2)cc1 returned TAG inh 7 and TAG inh DAPI viability -1.
Screening CCOC(=O)c1ccc(NC(=O)CN2CCN(CCN=CC3=C(O)CC(C)(C)CC3=O)CC2)cc1 returned TAG inh -5 and TAG inh DAPI viability 4.
CN(C(=O)COC(=O)c1ccc(Cl)nc1)C1CCS(=O)(=O)C1 (configuration not stated) was read as TAG inh 7 and TAG inh DAPI viability 11.

Reprinted from the part before: 2 compounds, followed by the next part.
Screening CCOC(=O)c1ccc(NC(=O)CN2CCN(CCN=CC3=C(O)CC(C)(C)CC3=O)CC2)cc1 returned TAG inh -5 and TAG inh DAPI viability 4.
CN(C(=O)COC(=O)c1ccc(Cl)nc1)C1CCS(=O)(=O)C1 (configuration not stated) was read as TAG inh 7 and TAG inh DAPI viability 11.
`COc1ccc(Cl)cc1C(=O)NC(=S)Nc1nc(C)cc(C)n1` gave TAG inh -3 and TAG inh DAPI viability 5.
For Cc1cc(C(=O)COC(=O)c2cc(O)c3ccccc3c2O)c(C)n1CC1CCCO1 (configuration not stated) the results were TAG inh 15 and TAG inh DAPI viability -5.
Screening CCOc1ccc2nc(N3CCC(C(=O)Nc4nnc(CC)s4)CC3)sc2c1 returned TAG inh 15 and TAG inh DAPI viability 0.
Screening CC(=O)c1ccccc1OCC(=O)Nc1cccc(S(=O)(=O)N2CCCC2)c1 returned TAG inh -14 and TAG inh DAPI viability -3.
For COCCN(C(=O)C1CC1)c1nnc(-c2ccc(C)cc2)s1 the results were TAG inh 11 and TAG inh DAPI viability 4.
Cc1ccc(C)c(NC(=O)CN(C)C(=O)c2ccccc2OCc2ccccc2Cl)c1 was read as TAG inh 2 and TAG inh DAPI viability -13.
For Cc1nn(C(=O)CCCn2cc([N+](=O)[O-])cn2)c(C)c1Cl the results were TAG inh 0 and TAG inh DAPI viability -3.
Screening CCN(c1ccc(NC(=O)CSc2ccc3c(c2)OCCO3)cc1)C(C)C returned TAG inh 12 and TAG inh DAPI viability 3.
For CCc1cc2c(=O)[nH]c(CC(N)=O)nc2s1 the results were TAG inh 1 and TAG inh DAPI viability -3.
`CCC(Sc1nc2ccccc2o1)C(=O)O` (configuration not stated) gave TAG inh 11 and TAG inh DAPI viability -3.
Screening CCOc1ccc(NC(=O)COc2ccccc2C(=O)NCc2ccccc2)cc1 returned TAG inh 11 and TAG inh DAPI viability 1.
CCCNC(=O)C(=O)Nc1ccc2c(c1)N(S(=O)(=O)c1cccs1)CCC2 was read as TAG inh 11 and TAG inh DAPI viability -15.

Of the compounds above, these have an NH in an aromatic ring:
Screening COC(=O)C1Cc2c([nH]c3ccccc23)CN1 (configuration not stated) returned TAG inh 7 and TAG inh DAPI viability 6.
CCOC(=O)CCc1c(C(=O)OCC)[nH]c(CC)c1C(=O)OCc1ccccc1 was read as TAG inh -3 and TAG inh DAPI viability 1.
Screening Cc1ccc(CN(C)C(=O)c2ccc(NS(=O)(=O)c3ccc4[nH]c(=O)[nH]c4c3)cc2)cc1 returned TAG inh 7 and TAG inh DAPI viability -1.
For CCc1cc2c(=O)[nH]c(CC(N)=O)nc2s1 the results were TAG inh 1 and TAG inh DAPI viability -3.

Two records picked at random from those above, as already listed:
For CN1CCNC(=O)C1CC(=O)N1CC=C(c2ccc(F)cc2)CC1 (configuration not stated) the results were TAG inh 0 and TAG inh DAPI viability 3.
`COc1ccc(CNc2ccc(C(=O)O)cc2)cc1` gave TAG inh -11 and TAG inh DAPI viability 11.

Following part.
Screening Cc1ccc(C)c(NC(=S)N(CCN(C)C)C(C)c2ccccn2)c1 (configuration not stated) returned TAG inh -7 and TAG inh DAPI viability 9.
O=C(NNC(=O)C(Cl)Cl)c1cnn(-c2ccccc2)c1C(F)(F)F was read as TAG inh 7 and TAG inh DAPI viability -6.
CCC(C(=O)N/N=C/c1cccnc1)c1ccccc1 (configuration not stated) was read as TAG inh 1 and TAG inh DAPI viability -6.
For COc1cc2c(C(=O)NCCCN3CCN(c4cccc(Cl)c4)CC3)cn(C)c(=O)c2cc1OC the results were TAG inh -2 and TAG inh DAPI viability 2.
For Cc1ccc(S(=O)(=O)N=N/C=C2\C=CC=CN2O)cc1 the results were TAG inh 11 and TAG inh DAPI viability -16.
CCOc1ccc(S(=O)(=O)Nc2ccc(C(=O)NCC3(N4CCCCC4)CCCCC3)cc2)cc1 was read as TAG inh -1 and TAG inh DAPI viability 5.
`Cc1ccc(N(Cc2ccco2)C(=O)c2ccc(N3CCCCC3)c([N+](=O)[O-])c2)cc1` gave TAG inh -42 and TAG inh DAPI viability 16.
`CC1(Cc2cccc(F)c2)C(=O)Nc2ccc(S(=O)(=O)NC3CCCCC3)cc21` (configuration not stated) gave TAG inh 18 and TAG inh DAPI viability -6.
Screening Cc1ccccc1CN1CCC(n2nccc2NC(=O)c2cccnc2)CC1 returned TAG inh -1 and TAG inh DAPI viability 3.
CCc1cc(C(=O)Nc2cc(S(=O)(=O)N(CC)CC)ccc2N2CCN(C)CC2)sc1C was read as TAG inh 14 and TAG inh DAPI viability 3.
`CN(C)CCOCCOc1ccc(Cl)c2ccccc12` gave TAG inh 11 and TAG inh DAPI viability 21.
`COc1ccc(N(CC(=O)Nc2cccc(N(C)S(C)(=O)=O)c2)S(=O)(=O)c2ccc(F)cc2)cc1` gave TAG inh 3 and TAG inh DAPI viability -21.
`CC(=O)NC1=NN(C(C)=O)C(C)(c2cccs2)S1` (configuration not stated) gave TAG inh 34 and TAG inh DAPI viability -25.
Screening Cc1nnc(NC(=O)CSc2cn(CCNC(=O)c3ccccc3)c3ccccc23)s1 returned TAG inh 6 and TAG inh DAPI viability -5.
For Cc1cccc(NC(=O)CNC(=O)c2ccc(-n3cncn3)c([N+](=O)[O-])c2)c1C the results were TAG inh 1 and TAG inh DAPI viability 0.
Screening COc1ccc(-c2[nH]n(-c3ccc([N+](=O)[O-])cc3)c(=O)c2C=NCC2CCCO2)cc1 (configuration not stated) returned TAG inh 25 and TAG inh DAPI viability 4.
O=C(Nc1cccc(F)c1)c1ccc(-c2cccnc2)c2ccoc12 was read as TAG inh 19 and TAG inh DAPI viability 6.
For CCC1=Nc2cc(C(=O)NCC3CCCO3)ccc2Sc2ccc(Cl)cc21 (configuration not stated) the results were TAG inh 32 and TAG inh DAPI viability -13.
For COc1ccc(NC(=O)/C(N=Nc2cc(S(=O)(=O)Nc3ccc(OC)cc3)ccc2OC)=C(\C)O)cc1 the results were TAG inh 32 and TAG inh DAPI viability 16.
COc1cc(OC)c2c(-c3ccccc3)cc(=O)oc2c1C(CCN1CCCCC1)c1ccc(N(C)C)cc1 (configuration not stated) was read as TAG inh 68* and TAG inh DAPI viability -39*.
For O=C1Nc2ccc(S(=O)(=O)N3CCCC3)c3ccc(S(=O)(=O)N4CCCC4)c1c23 the results were TAG inh -11 and TAG inh DAPI viability 1.
O=C1CN(C(=O)CNCc2ccc(Cl)cc2)c2ccccc2N1 was read as TAG inh -3 and TAG inh DAPI viability -5.
Screening CCOC(=O)C1CCCN(C(=O)c2ccc(Cl)c(S(=O)(=O)N3CCCCCC3)c2)C1 (configuration not stated) returned TAG inh -4 and TAG inh DAPI viability 7.
For CN(C(=O)CCCN1C(=O)c2ccccc2C1=O)C1CCCCC1 the results were TAG inh 3 and TAG inh DAPI viability -2.
`COC(=O)c1cccc(NC(=O)CCCOc2ccccc2)c1` gave TAG inh 6 and TAG inh DAPI viability 6.
CN(C(=O)C1CC1)c1ccccc1 was read as TAG inh -6 and TAG inh DAPI viability 1.
Screening Cc1ccccc1OCC(=O)NC(=S)Nc1ccccc1N1CCN(S(C)(=O)=O)CC1 returned TAG inh -11 and TAG inh DAPI viability 2.
`O=C(CCS(=O)(=O)c1ccccc1)Nc1ccc(-c2nc3ccccc3s2)cc1` gave TAG inh 8 and TAG inh DAPI viability 53.
`O=C(NCc1ccccc1Cl)c1ccc(S(=O)(=O)NCc2ccco2)cc1` gave TAG inh 10 and TAG inh DAPI viability -10.
Screening CN(CC(=O)Nc1ccc(F)c(F)c1F)C(=O)C1CCCC1 returned TAG inh -1 and TAG inh DAPI viability 2.
`O=C(N/N=C/c1ccncc1)c1cccc(NC(=O)c2ccc(Cl)cc2)c1` gave TAG inh -1 and TAG inh DAPI viability 14.
`C[C@@H]1CN([C@H](C)CO)C(=O)CCCn2nncc2CO[C@H]1CN(C)S(=O)(=O)c1ccc(C#N)cc1` gave TAG inh -3 and TAG inh DAPI viability -9.

Screening data as filed in PubChem BioAssay.

These rows are one share of the data; rates above refer to the full screens.
